High-throughput results deposited in PubChem BioAssay by several laboratories.
RSV antiviral HEp-2: RSV antiviral activity via CPE protection, HEp-2 cells, primary 10 µM value included (AID 2391). HEp-2 cells, RSV-induced CPE inhibition; higher % means a stronger effect. CPE inhibition, % at 10 µM; hits with a dose series show IC50 in µM. 310,000 tested, 0.13% active; in the data active = a potency from the dose series; inconclusive = CPE inhibition mostly from about 23% at the one dose, without a potency; inactive = the rest, 99 in 100 with CPE inhibition below about 21%; note: strong numbers were not always called active
SIAH1 antagonists: Siah-1 peptide-binding antagonists, primary screen, biochemical, fluorescence polarization, rhodamine-plectin, uHTS (AID 1817) | Siah-1 / rhodamine-plectin peptide fluorescence polarization; higher % means a stronger effect | one-dose displacement, % at 20 µM; IC50 in µM for titrated hits | 290,000 tested, 0.02% active;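 active = displacement of at least 50% at 20 µM, with a fluorescence ratio check between 0.3 and a set limit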;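 note: plate controls were Siah plus tracer with DMSO for no effect and tracer alone without Siah for full effect; strong numbers were not always called active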
West Nile antiviral: West Nile virus antiviral activity, cell-based, CPE readout (AID 1621). West Nile virus-infected cells, CPE inhibition; higher % means a stronger effect. 290,000 tested, 0.02% active. one-dose CPE inhibition, % at 10 µM; IC50 in µM for titrated hits; in the data active = a potency from the dose series; inconclusive = CPE inhibition mostly from about 3.7% at the one dose, without a potency; inactive = the rest, 99 in 100 with CPE inhibition below about 2.2%; note: strong numbers were not always called active
Rac1 GTP hydrolysis: MgcRacGAP GTPase-activating activity inhibitors, confirmation, biochemical, ADP Hunter fluorescence. MgcRacGAP-stimulated Rac1 GTP hydrolysis, ADP Hunter fluorescence; higher % means a stronger effect; GST-tagged Rac1 F28L mutant substrate. inhibition, % at 30 µM, or IC50 in µM where a hit was titrated. 340,000 tested, 0.6% active. AID 624330;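 active = first-screen hits whose inhibition reached a set limit at any dose in the follow-up dose series; inconclusive = inhibition above the set first-screen limit but never retested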;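 note: fluorescence reports GDP produced by GAP-driven GTP hydrolysis; strong numbers were not always called active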
Dengue-2 NS5 capping: Dengue-2 NS5 methyltransferase inhibitors, primary screen, biochemical, confirmation dose response (AID 588689); Dengue-2 NS5 methyltransferase capping enzyme assay, biochemical; higher % means a stronger effect; inhibition, % at 25 µM, or IC50 in µM where a hit was titrated; 340,000 tested, 0.3% active; in the data active = a potency from the dose series; inconclusive = inhibition above about 29% without an active follow-up result
UTI89 phage lysis: inhibition of K1F phage lysis, E. coli UTI89, bacterial capsule biogenesis inhibitors, alamar blue (AID 488966); E. coli UTI89 K1F phage lysis, alamar blue, 2 h; higher % means a stronger effect; one-dose inhibition, % at 100 µM; IC50 in µM for titrated hits; 340,000 tested, 0.02% active;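 active = phage lysis inhibition, versus mean bacterial control, above a set limit; inconclusive = no clear call, values can overlap the other calls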;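 note: capsule biogenesis inhibitors block K1F phage lysis so surviving cells raise fluorescence; higher fluorescence means more inhibition of phage lysis; actives were called in the ten point dose series up to 300 µM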
NTR1 ag: agonists of NTR1, primary screen, imaging, U2OS cells, beta-arrestin-GFP, high content (AID 493036); activation, % at 20 µM; P30989; NTR1-U2OS beta-arrestin-GFP spot imaging, agonist mode; 330,000 tested, 0.17% active;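 active = activation at or above 40% of the spot to cytoplasm intensity ratio, with at least 20 cells analyzed; inconclusive = wells under 20 cells, flagged as cytotoxic or low count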;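 note: 0% = DMSO without peptide and 100% = 100 nM NTR1 peptide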
Target sequence (P30989 whole entry, looked up): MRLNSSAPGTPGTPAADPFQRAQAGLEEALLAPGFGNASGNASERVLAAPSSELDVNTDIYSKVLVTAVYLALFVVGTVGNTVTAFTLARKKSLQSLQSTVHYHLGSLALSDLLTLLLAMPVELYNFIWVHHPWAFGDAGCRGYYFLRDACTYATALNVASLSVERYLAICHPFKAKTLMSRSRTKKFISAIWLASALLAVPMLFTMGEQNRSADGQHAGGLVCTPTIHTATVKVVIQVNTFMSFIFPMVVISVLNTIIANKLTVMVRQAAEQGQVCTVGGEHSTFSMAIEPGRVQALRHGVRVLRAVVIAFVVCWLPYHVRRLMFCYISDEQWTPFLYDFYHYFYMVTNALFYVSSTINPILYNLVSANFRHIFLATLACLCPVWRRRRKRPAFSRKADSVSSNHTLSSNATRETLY
Large T inhibition: SV40 large T antigen inhibitors, biochemical (AID 1903); SV40 large T antigen ATPase/helicase inhibition assay; higher % means a stronger effect; inhibition, % at 20 µM, or IC50 in µM where a hit was titrated; 310,000 tested, 0.39% active; in the data active = a potency from the dose series; inconclusive = inhibition mostly from about 32% at the one dose, without a potency; inactive = the rest, 99 in 100 with inhibition below about 32%; note: strong numbers were not always called active
AID2073: inhibitors of Mint1-CaV2.2 protein interaction, biochemical, HTRF (AID 2073) | HTRF protein-protein interaction, Mint1-CaV2.2; higher % means a stronger effect | 290,000 tested, 0.19% active | inhibition, % at 20 µM; hits with a dose series show IC50 in µM; in the data active = inhibition mostly above about 51%, no sharp cut-off; inconclusive = no clear call, values can overlap the other calls; inactive = mostly below about 53%; note: some results filed as inactive read as strong as hits
NTR1 ag cell count 20 µM: further read-out of NTR1 ag, marked with its call; cell count; measured here: cell count, cytotoxicity flag
Dengue-2 NS5 capping pilot replicate: also measured in Dengue-2 NS5 capping; calls as there; inhibition, %; measured here: pilot screen replicate inhibition
Active calls of the source: *; ? = inconclusive; · = no result given; [ ] = dose if it differs, or a comment.

SMILES	RSV antiviral HEp-2	SIAH1 antagonists	West Nile antiviral	Rac1 GTP hydrolysis	Dengue-2 NS5 capping	UTI89 phage lysis	NTR1 ag	NTR1 ag cell count 20 µM	Large T inhibition	AID2073	others
O=C1CCC(C(=O)OCc2c(Cl)cccc2Cl)N1 (stereo not drawn)	0.3%	6%	·	3%	-8%	9.2%	2.1	57	23%	-1%
COc1ccc(-c2cc(C(=O)NCCN3CCOCC3)c3ccccc3n2)c(OC)c1	3.3%	6%	-0.1%	-1%	-2%	3.4%	-0.7	46	8%	-5%
COc1ccc(CC(=O)NNS(=O)(=O)c2ccccc2[N+](=O)[O-])cc1	0.4%	0%	-0.1%	6%	2%	0.2%	2.0	50	8%	10%
CCCC(=O)N(CCN(C(=O)CCC)c1ccccc1)c1ccccc1	-0.9%	6%	-1.0%	15%	-5%	0.1%	0.0	74	0%	11%
CC(C)c1ccc(NC2=CC(=O)CC(C)(C)C2)cc1	1.6%	0%	-0.8%	6%	1%	0.3%	-0.3	96	11%	11%
CCOc1ncccc1C(=O)OCC(=O)NC1CCCCCC1	·	·	·	3%	-3%	0.8%[50 µM]	0.5	71	·	·
COc1cc(C2c3c([nH]c(=O)[nH]c3=O)Nc3ccc4ccccc4c32)ccc1O (stereo not drawn)	-0.7%	-11%	0.7%	12%	-3%	-0.7%	-0.5	99	11%	-1%
CCc1cc(C(=O)O)c(NC(=O)c2cc(OC)c(OC)c(OC)c2)s1	1.6%	0%	0.7%	4%	0%	-0.8%	-0.1	32	7%	14%
CC1CCCCC1N1CCN(C(=O)c2cccc(F)c2)CC1 (stereo not drawn)	0.7%	2%	-0.2%	25%	4%	0.2%	0.2	75	-3%	2%
CC1C(c2ccccc2)C(C#N)(C#N)C2(C#N)C(=O)NC1(N)C2C (stereo not drawn)	0.6%	-5%	0.4%	7%	-8%	0.6%	2.1	67	3%	-1%
CCOC(=O)Nc1ccc2c(c1)N(C(=O)CCN(CC)CC)c1ccccc1CC2	-1.8%	-1%	-0.4%	2%	1%	0.0%	-0.2	64	6%	6%	Dengue-2 NS5 capping pilot replicate=-2.8
Cc1cc(N2C(=O)C(O)=C(C(=O)c3ccco3)C2c2ccccc2F)no1 (stereo not drawn)	0.5%	8%	-0.1%	1%	-2%	-0.5%[50 µM]	0.6	66	7%	13%
COc1ccccc1C(=O)Nc1ccc(N2CCN(C(C)=O)CC2)cc1	0.1%	1%	0.2%	7%	-7%	0.2%	-1.1	63	8%	-12%
CC(=O)NCCNC(=O)c1cccc(NS(=O)(=O)c2ccc3c(c2)OCCO3)c1	0.4%	·	·	0%	-8%	1.1%[50 µM]	0.3	62	4%	·
Cc1ccc(-n2c(C)cc(/C=N/NC(=O)CC3(C)OCCO3)c2C)cc1	4.2%	0%	2.3%	-2%	-9%	2.4%	-2.4	40	6%	17%
N#Cc1cnn(-c2cccc(Cl)c2)c1-n1cccc1	·	4%	-0.3%	3%	-3%	-1.2%	0.7	47	5%	11%
N#C/C(=C\c1cn(CC(=O)O)c2ccccc12)C(=O)NCc1ccccc1	0.8%	2%	-0.3%	7%	-5%	0.2%	0.1	50	9%	-1%	Dengue-2 NS5 capping pilot replicate=-1.2
CCCN(C(=O)c1cc(S(=O)(=O)N2CCCCC2)ccc1Cl)C1CCS(=O)(=O)C1 (stereo not drawn)	0.2%	6%	1.2%	-7%	-5%	-0.2%	0.2	58	14%	-29%
Cn1c(NC(=O)c2ccco2)c(-c2ccccc2Cl)c(=O)c2ccccc21	0.4%	-3%	0.6%	-3%	-6%	-0.3%	-1.3	80	12%	6%
COC(=O)COC(=O)CC(CC(N)=O)c1ccccc1 (stereo not drawn)	0.9%	6%	-0.1%	4%	-3%	0.8%	1.7	70	7%	-5%	Dengue-2 NS5 capping pilot replicate=-3.3
Cc1ccc(NC(=O)CSc2nnnn2C)cc1S(=O)(=O)N(C)C	0.1%	-6%	-0.5%	4%	-6%	6.4%	4.7	57	7%	13%
CC1CN(c2c3c(nc4ncnn24)CCCC3)CC(C)O1 (stereo not drawn)	1.5%	3%	-0.1%	4%	-2%	1.1%	-3.0	93	5%	-3%
COc1ccc(S(=O)(=O)Nc2ccc3c(c2)n(C)c(=O)n3C)cc1	-2.0%	2%	-1.3%	-8%	-5%	0.6%	-1.3	40	10%	8%
C(=N\Nc1nc2ccccc2[nH]1)/c1ccccc1	5.2%	-12%	-0.5%	?	3%	0.4%	-0.9	60	25%	-15%
CCC(c1nnc(SCC(=O)Nc2cc(Cl)ccc2C#N)n1C1CCCCC1)N(C)C (stereo not drawn)	1.4%	0%	-0.4%	5%	-8%	0.1%	-1.1	79	5%	-22%
CCOC(=O)c1[nH]c(C)c(C(=O)Nc2ccc(C)c(Cl)c2)c1C	1.2%	-2%	·	6%	6%	6.8%	2.5	57	6%	3%
CCCc1cc(-c2[nH]ncc2-c2ccc(C(=O)OCC)o2)c(O)cc1O	8.8%	-1%	-0.1%	23%	-6%	0.0%	16	47	18%	16%
COC(=O)c1sccc1NC(=O)COc1ccccc1Cl	3.4%	6%	-1.0%	5%	-1%	3.4%	15	46	-1%	4%
COc1ccc(CCNC(=O)C(C)n2nc(C)c3c(C)n(-c4ccc(C)cc4)nc3c2=O)c(OC)c1 (stereo not drawn)	-1.5%	0%	0.3%	8%	-1%	-0.1%	1.0	61	11%	3%
Cc1noc(C)c1C(=O)NCCC1=CCCCC1	·	0%	0.1%	10%	-8%	0.1%	1.0	79	14%	-4%

An excerpt from above in order of molar mass, high to low:
SMILES	RSV antiviral HEp-2	SIAH1 antagonists	West Nile antiviral	Rac1 GTP hydrolysis	Dengue-2 NS5 capping	UTI89 phage lysis	NTR1 ag	NTR1 ag cell count 20 µM	Large T inhibition	AID2073	others
CCCN(C(=O)c1cc(S(=O)(=O)N2CCCCC2)ccc1Cl)C1CCS(=O)(=O)C1 (stereo not drawn)	0.2%	6%	1.2%	-7%	-5%	-0.2%	0.2	58	14%	-29%
CCCc1cc(-c2[nH]ncc2-c2ccc(C(=O)OCC)o2)c(O)cc1O	8.8%	-1%	-0.1%	23%	-6%	0.0%	16	47	18%	16%
CC1CN(c2c3c(nc4ncnn24)CCCC3)CC(C)O1 (stereo not drawn)	1.5%	3%	-0.1%	4%	-2%	1.1%	-3.0	93	5%	-3%
COC(=O)COC(=O)CC(CC(N)=O)c1ccccc1 (stereo not drawn)	0.9%	6%	-0.1%	4%	-3%	0.8%	1.7	70	7%	-5%	Dengue-2 NS5 capping pilot replicate=-3.3
N#Cc1cnn(-c2cccc(Cl)c2)c1-n1cccc1	·	4%	-0.3%	3%	-3%	-1.2%	0.7	47	5%	11%
C(=N\Nc1nc2ccccc2[nH]1)/c1ccccc1	5.2%	-12%	-0.5%	?	3%	0.4%	-0.9	60	25%	-15%

Other results:
SMILES	RSV antiviral HEp-2	SIAH1 antagonists	West Nile antiviral	Rac1 GTP hydrolysis	Dengue-2 NS5 capping	UTI89 phage lysis	NTR1 ag	NTR1 ag cell count 20 µM	Large T inhibition	AID2073	others
Clc1ccc(-c2nc3cnccn3c2NC2CCCC2)cc1	10%	0%	-0.3%	10%	0%	0.0%	15	95	8%	48%
O=C(NC(=S)N1CCN(c2nc(-c3ccccc3)cs2)CC1)c1cncc(Br)c1	-0.2%	0%	0.4%	7%	9%	0.0%	-0.5	36	8%	29%
COc1ccccc1-c1nc2cc3ccccc3cc2nc1-c1ccccc1	?	0%	-0.7%	8%	-11%	0.7%	-0.1	75	1%	24%
CCOC(=O)/C(=N\Nc1ccc(Br)cc1)N1CCN(c2ccccc2OC)CC1	·	14%	-0.6%	2%	-2%	0.8%	·	·	9%	0%
Cc1cc(C)cc(OCC(=O)NNC(=O)c2ccoc2C)c1	1.3%	-2%	-0.3%	-3%	-1%	4.6%	-0.2	56	7%	7%
OCc1nc2c(ccc3ccccc32)[nH]1	3.1%	3%	-0.1%	-9%	-11%	0.0%	-0.6	51	8%	5%
COc1ccccc1/C=C/C=N/NC(=O)CC1C(=O)NN=C1C (stereo not drawn)	·	7%	0.0%	6%	-6%	-1.2%	2.1	63	21%	-5%
O=C(COC(=O)c1cccnc1Cl)NCCc1ccc(F)cc1	·	·	·	-3%	-1%	1.4%	4.0	74	·	·
COc1cc(-c2nnc(COC(=O)c3cc(C)no3)o2)cc(OC)c1OC	2.7%	2%	0.2%	8%	-2%	-0.1%	-0.1	49	11%	1%
CCOC(=O)C1CCCN(S(=O)(=O)c2ccc(-n3cnnn3)c(C)c2)C1 (stereo not drawn)	4.7%	-5%	-0.1%	5%	-8%	0.2%	-1.6	40	4%	4%
CC(=O)c1ccc(O)c(CO)c1	1.0%	3%	0.2%	10%	-3%	0.5%	-0.9	41	8%	-3%
Cc1ccc(S(=O)(=O)NCc2ccccc2)cc1C(=O)NCc1ccccn1	1.6%	14%	-0.2%	-2%	0%	-0.1%	2.3	60	14%	0%
COc1ccc(-c2nonc2NC(=O)c2ccco2)cc1OC	1.2%	-2%	0.8%	10%	-5%	6.6%	-0.9	49	1%	-3%
O=C(COc1ccc2cc(Br)ccc2c1Br)N1CCOCC1	11%	5%	0.2%	9%	0%	-0.2%	1.4	54	16%	34%
NC(=O)c1ccsc1NC(=O)COC(=O)c1ccncc1	·	·	·	4%	-6%	1.5%[50 µM]	-0.2	61	·	·
COc1ccc(C2N=C(N)N=C(N)N2c2ccccc2OC)cc1OC (stereo not drawn)	-1.0%	5%	-0.4%	0%	-8%	-0.4%	0.2	99	2%	12%
Cc1cccc(N(CC(=O)NCc2ccco2)C(=O)CCC(=O)Nc2ccccn2)c1C	1.2%	14%	12%	6%	-1%	-0.2%	0.4	56	6%	10%
S=C(NCCc1cccc(Cl)c1)NCc1ccccc1	2.9%	2%	0.6%	5%	-10%	-0.1%	0.4	64	16%	9%
CC(=O)Nc1ccc(-c2cc(NC(C)=O)n(-c3ccccc3)n2)cc1	2.5%	-4%	1.2%	4%	-4%	3.6%	0.3	68	2%	42%
O=C1Nc2ccccc2/C1=C/c1ccccc1F	5.0%	1%	1.3%	15%	-10%	0.2%	2.8	80	9%	-4%
COc1ccc(S(=O)(=O)N2CCc3ccccc32)cc1C(=O)NCCc1ccc(S(N)(=O)=O)cc1	·	·	·	4%	-3%	0.1%[50 µM]	-0.8	59	·	·
C=CCn1c(SCC(=O)N2CCOCC2)nc(O)c(Cc2ccccc2)c1=O	0.9%	1%	0.1%	12%	2%	0.1%	0.3	42	5%	1%

Not a hit list; about 1.6% have a hit in one of these screens.
